Redox H2O2 prof: compounds producing H2O2 with reducing agent – biochemical, NIH compound library profiling, artefact control for MLSCN library redox annotation, primary screen | DTT-dependent redox cycling H2O2, phenol red/HRP absorbance; 100% = 100 µM peroxide control, 0% = buffer | activation, % at 10 µM | 200,000 compounds, 0.03% hits;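 active means activation of at least 50% relative to the plate's high and low controls in the primary single-dose screen; inactive means activation below 50%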;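 further: compound incubated with DTT at 0.8 mM final as the reducing agent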
TLR4 MyD88 comp: inhibitors of human TLR4-MyD88 binding. HeLa CL3-4 TLR4/MyD88 BLA complementation, FRET ratio. inhibition, % at 8.4 µM. 200,000 compounds, 0.18% hits. AID 861; in the data active means inhibition above about 25%;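 further: 0% = vehicle and 100% = reference inhibitor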
Target sequence (O00206 whole entry, looked up): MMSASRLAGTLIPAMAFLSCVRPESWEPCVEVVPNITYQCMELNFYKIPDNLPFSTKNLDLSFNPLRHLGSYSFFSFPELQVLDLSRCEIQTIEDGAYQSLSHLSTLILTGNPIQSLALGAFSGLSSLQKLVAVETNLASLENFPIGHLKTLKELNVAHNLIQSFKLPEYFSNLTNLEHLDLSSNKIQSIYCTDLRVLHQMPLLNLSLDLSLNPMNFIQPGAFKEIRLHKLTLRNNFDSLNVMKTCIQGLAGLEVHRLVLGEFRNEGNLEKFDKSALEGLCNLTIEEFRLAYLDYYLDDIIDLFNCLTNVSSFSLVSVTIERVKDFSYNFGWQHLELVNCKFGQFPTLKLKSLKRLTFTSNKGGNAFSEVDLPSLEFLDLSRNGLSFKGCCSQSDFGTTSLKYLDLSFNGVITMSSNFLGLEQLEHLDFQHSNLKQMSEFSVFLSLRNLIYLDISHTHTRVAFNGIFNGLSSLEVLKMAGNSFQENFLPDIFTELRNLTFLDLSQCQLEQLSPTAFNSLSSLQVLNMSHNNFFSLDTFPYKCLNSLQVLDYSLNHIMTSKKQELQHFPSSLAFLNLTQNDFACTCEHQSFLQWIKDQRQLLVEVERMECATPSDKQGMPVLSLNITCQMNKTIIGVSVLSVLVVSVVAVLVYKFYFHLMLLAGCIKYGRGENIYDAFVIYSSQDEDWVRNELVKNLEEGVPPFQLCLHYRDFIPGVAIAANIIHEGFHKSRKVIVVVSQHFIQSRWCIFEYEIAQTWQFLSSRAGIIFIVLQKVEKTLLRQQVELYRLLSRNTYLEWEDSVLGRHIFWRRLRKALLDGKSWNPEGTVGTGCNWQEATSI
Target sequence (Q99836 whole entry, looked up): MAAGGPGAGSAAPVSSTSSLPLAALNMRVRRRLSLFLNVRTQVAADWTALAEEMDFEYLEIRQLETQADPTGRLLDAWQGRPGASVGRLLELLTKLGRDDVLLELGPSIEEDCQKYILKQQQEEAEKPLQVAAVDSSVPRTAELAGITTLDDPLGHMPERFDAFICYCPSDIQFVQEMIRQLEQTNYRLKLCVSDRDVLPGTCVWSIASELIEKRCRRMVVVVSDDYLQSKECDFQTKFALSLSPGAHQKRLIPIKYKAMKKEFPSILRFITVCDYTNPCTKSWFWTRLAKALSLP
STAT1 blocker: reduces IFN-gamma driven STAT1 reporter signal | NIH 3T3 STAT1-luciferase reporter, luminescence | inhibition, % at 5.5 µM | 200,000 compounds, 0.35% hits | AID 920;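 active means inhibition above a set limit, the mean inhibition across all tested compounds plus 3 SD, cut at about 34% in these data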;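 further: 0% = IFN-gamma with DMSO and 100% = IFN-gamma with 300 µM nifuroxazide; values of inactives mirror those of a sister screen read the other way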
HMGR II inh: inhibitors of class II HMG-CoA reductase from Enterococcus faecalis; purified E. faecalis HMGR, NADPH absorbance 340 nm kinetic; inhibition, % at 10 µM; 190,000 compounds, 0.41% hits;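 active means inhibition above a set limit, the median over all tested compounds plus 3 SD, cut at about 9.5% in these data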;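 further: enzyme runs in reverse so mevalonate oxidation gives rising NADPH absorbance; 0% = complete reaction with DMSO and 100% = background rate lacking mevalonate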
APP 5'UTR act: activates APP 5'UTR luciferase reporter. SH-SY5Y APP 5'UTR luciferase reporter, luminescence; zero percent = DMSO vehicle wells. activation, % at 2 µM. 190,000 compounds, 1% hits;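 active means activation above a set limit, based on mean plus 3 SD of controls, cut at about 140% in these data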; further: values of inactives mirror those of a sister screen read the other way
NF-kB neuron act: compounds increasing NF-kB expression in human neuronal cells | fold change at 12.5 µM | AID 1239 | NF-kB reporter expression; active compounds read high | 190,000 compounds, 1.6% hits; in the data active means fold change above about 3.3
STAT3 act: activators of IL-6 induced STAT3 signaling. U3A cells, IL-6 STAT3-luciferase reporter, luminescence; 100% = signal with IL-6 EC80 alone. activation (% of control), % at 5.6 µM. 190,000 compounds, 0.91% hits;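 active means activation above the screen-wide mean of compound activation plus 3 SD, cut at about 130% in these data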;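 further: 0% = background luminescence of wells with medium and substrate only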
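Material: human STAT1-deficient U3A cells with stable STAT3-luciferase reporter / Probe or stimulus: IL-6 stimulus at 33 ng/mL final / Schedule: 1 h compound pre-exposure, 6 h IL-6 stimulation, 37 °C / Technique: luminescence / Read-out basis: percent of IL-6-only median luminescence / Control set: IL-6-only high control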
Hsp70 act: switches on Hsp70 transcription; HeLa Hsp70 promoter luciferase reporter, luminescence; scaled: vehicle 0, proteasome-inhibitor control 100%; activation, % at 10 µM; 200,000 compounds, 0.04% hits;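 active means activation above the mean across all tested compounds plus 3 SD, cutoff set per campaign, cut at about 5.5% in these data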;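 further: 100% = MG132 at 30 µM as the positive control and 0% = DMSO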
STAT1 activator: increases IFN-gamma driven STAT1 reporter signal | NIH 3T3 STAT1-luciferase reporter, luminescence; 100% = IFN-gamma alone, no compound | activation (% of control), % at 5.5 µM | 200,000 compounds, 2.6% hits;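 active means activation above the screen-wide mean activation plus 3 SD, cut at about 130% in these data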;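 further: raw ratio to IFN-gamma control signal so 100% means no change and 0% no light; values of inactives mirror those of a sister screen read the other way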
STAT3 blocker: reduces IL-6 driven STAT3 reporter signal. 190,000 compounds, 0.89% hits. AID 862. U3A cells, IL-6 STAT3-luciferase reporter, luminescence; host cell line lacks STAT1. inhibition, % at 5.5 µM;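 active means inhibition above the mean inhibition across all screened compounds plus 3 SD, cut at about 44% in these data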;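 further: 0% = DMSO only wells and 100% = 100 µM nifuroxazide control wells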
Active calls of the source: *; / = no result given.

[1] O=C1C2C3C=CC(CC3)C2C(=O)N1/N=C/c1ccco1 (configuration not stated)
[2] CCO[C@@H]1OC(C(=O)Nc2ccccc2)=C[C@H](C2CC2)[C@H]1CCCO
[3] CCCCC(NC(=O)c1ccc(Cl)cc1)C(=O)O (configuration not stated)
[4] NCCCC[C@@H](C(=O)N1CCNCC1)n1cc(CCC(=O)O)nn1
[5] CC(=O)Nc1ccc(/C=N/NC(=O)c2cc3cc(C)ccc3nc2C)cc1
[6] COc1ccc(C(=O)NCC(=O)Nc2ccc(F)cc2)cc1OC
[7] CCOc1cc(/C=N/O)cc(Br)c1OC
[8] COc1ccc2oc(=Nc3ccc(C(=O)O)cc3)c(C(=O)NCc3ccco3)cc2c1

assay / compound	1	2	3	4	5	6	7	8
Redox H2O2 prof	0.1	0.2	0.7	1.0	-17	0.1	2.1	-2.0
TLR4 MyD88 comp	0	-18	1	-2	-1	0	-7	11
STAT1 blocker	-5	5	5	-1	-6	2	3	1
HMGR II inh	3	-6	-7	-5	-3	-6	-4	15*
APP 5'UTR act	0	14	6	7	5	11	-5	16
NF-kB neuron act	1.3	0.96	1	1.1	1.3	1	1.1	1.2
STAT3 act	98	/	91	/	112	103	104	101
Hsp70 act	-0.3	0.1	-0.3	0.0	-0.3	0.2	-0.3	-0.1
STAT1 activator	103	97	96	102	106	98	98	98
STAT3 blocker	5	/	20	/	-6	2	1	6

[9] O=C(Nc1ccc(N2CCOCC2)cc1)c1cccc(S(=O)(=O)N2CCCCC2)c1
[10] CCCOc1ccc2c(=O)c(-c3cc(C(=O)OC)oc3C)c(C)oc2c1
[11] Cc1cc([N+](=O)[O-])nn1Cc1ccccc1F
[12] Cc1ccc(C(=O)Nc2nc(=O)n(C(=O)CC(C)C)s2)cc1
[13] CCN(CC)P(=O)(Nc1ccc(SC(F)F)cc1)c1ccc(N(C)C)cc1NC(=O)c1ccco1 (configuration not stated)
[14] CCCCn1c(CCNC(=O)CCC)nc2ccccc21
[15] CCCCOC(=O)Cn1c(=O)c2c(nc3n2CCCCN3c2ccc(C)cc2)n(C)c1=O
[16] Cc1ccc(-n2nnnc2-c2cnc3cc4c(cc3c2C)OCO4)cc1

assay / compound	9	10	11	12	13	14	15	16
Redox H2O2 prof	-0.5	-0.4	-2.7	1.6	-0.4	-1.4	1.7	0.9
TLR4 MyD88 comp	-13	4	-6	-1	-1	0	9	9
STAT1 blocker	12	-2	-1	-2	4	-9	10	12
HMGR II inh	-6	-6	-5	0	0	-5	-3	-5
APP 5'UTR act	-2	-21	-9	/	9	-1	-3	-6
NF-kB neuron act	1.2	0.91	1.2	1	0.57	1.1	0.68	1
STAT3 act	77	86	99	103	131	96	101	99
Hsp70 act	-0.3	0.0	0.0	-0.1	-0.5	0.1	0.0	-0.2
STAT1 activator	89	102	101	102	95	108	91	89
STAT3 blocker	28	23	5	2	-36	10	4	2

[17] Cc1cc(C)c(OCCCCN2CCC(C)CC2)c(Br)c1
[18] Cc1nn(-c2cccc(C(F)(F)F)c2)c(Cl)c1/C=N/n1cnnc1
[19] CCOC(=O)C1CCN(C(=O)COc2ccc(Cl)cc2)CC1
[20] CN(CCc1ccccn1)C(=O)CCC1CCCN(C(=O)CCOc2ccccc2)C1 (configuration not stated)
[21] COc1ccc(CC(NC(C)=O)C(=O)N2CCN(C(=O)N(C(C)C)C(C)C)CC2)cc1 (configuration not stated)
[22] CCOC(=O)c1c(/N=C/c2ccc(O)cc2O)sc2c1CCC2
[23] COc1cccc(OC)c1C(=O)Nc1ccc(C)cc1C(=O)c1ccccc1
[24] O=c1c2[nH]c3ccccc3c2ncn1Cc1ccncc1

assay / compound	17	18	19	20	21	22	23	24
Redox H2O2 prof	0.0	-0.6	2.8	0.6	0.0	-0.3	0.0	-0.7
TLR4 MyD88 comp	3	3	6	8	-6	6	0	-3
STAT1 blocker	3	0	-3	3	4	-9	-1	5
HMGR II inh	-1	-6	2	-7	1	-9	-1	-4
APP 5'UTR act	24	-5	10	-8	-1	2	14	2
NF-kB neuron act	1.8	1.1	1.1	0.86	1.1	1.3	0.9	1
STAT3 act	111	100	101	112	92	100	104	102
Hsp70 act	-0.5	-0.2	-0.3	0.1	-0.2	-0.3	0.0	-0.4
STAT1 activator	96	100	103	96	96	108	101	95
STAT3 blocker	-12	5	2	-8	13	-1	1	1

[25] CC(C)OCCCNC(=O)CN1C(=O)CC(C)(C)S(=O)(=O)c2ccccc21
[26] Cc1ccc2[nH]c(=O)c(CN(Cc3nnnn3C3CCCC3)C3CCCCC3)cc2c1
[27] Nn1c(SCC(=O)NC2CCCCC2)nnc1C1CC1
[28] C=CCNc1nc(Nc2ccccc2F)nc(OCC)n1
[29] COc1cccc(C2=CC(c3cccc(OC)c3OC(F)F)n3nnnc3N2)c1 (configuration not stated)
[30] O=S(=O)(c1cccs1)N1CCC(CO)(Cc2ccc(Cl)cc2)CC1
[31] COc1cc2c(cc1OC)CN(c1ccc([N+](=O)[O-])cc1C#N)CC2
[32] COc1ccc2c(CC#N)c[nH]c2c1

assay / compound	25	26	27	28	29	30	31	32
Redox H2O2 prof	-2.8	1.4	2.2	-0.9	-3.9	-0.5	0.7	0.9
TLR4 MyD88 comp	-7	-10	-5	4	7	-5	1	-5
STAT1 blocker	-3	-4	6	-49	3	-5	3	1
HMGR II inh	-5	-1	0	-5	-11	-2	-7	6
APP 5'UTR act	-17	0	3	61	10	-12	-5	-17
NF-kB neuron act	0.98	1.5	1	2.7	1.5	0.83	0.49	1.1
STAT3 act	99	102	101	113	95	106	97	102
Hsp70 act	-0.2	-0.3	-0.2	0.2	-0.2	0.4	-0.3	0.2
STAT1 activator	103	104	94	142*	97	103	97	98
STAT3 blocker	9	0	5	-8	11	1	-1	4

[33] CC(C)COc1cccc(C(=O)NC(=S)NCc2cccnc2)c1
[34] S=C(NCC1CCCO1)Nc1cccc2ccccc12 (configuration not stated)
[35] CC(=O)n1cc([C@H]2C=C(C(=O)Nc3ccccc3)O[C@@H](OCc3ccc(CO)cc3)C2)c2ccccc21
[36] COC(=O)c1c(N2C(=O)[C@H]3[C@@H](C2=O)[C@]2(C(=O)Nc4ccc(C)cc42)N2CCC[C@@H]32)sc(C)c1C
[37] Cc1cccc(Cc2c(C)nc3nc(SCC(=O)O)nn3c2C)c1
[38] O=C(Nc1cccc(S(=O)(=O)N2CCCCC2)c1)c1ccc([N+](=O)[O-])o1
[39] COCCSc1nnc(NC(=O)Cc2ccc(OC)cc2)s1
[40] CCOC(=O)c1nnn(-c2nonc2N)c1CNc1ccc(C)c(Br)c1

assay / compound	33	34	35	36	37	38	39	40
Redox H2O2 prof	0.0	-0.4	0.4	-0.3	-1.0	0.5	0.2	-0.2
TLR4 MyD88 comp	-13	13	-6	11	10	23	-2	2
STAT1 blocker	-2	7	10	-4	-6	-11	-3	4
HMGR II inh	-4	-3	0	0	-2	3	3	-3
APP 5'UTR act	7	-23	7	-13	9	-45	2	29
NF-kB neuron act	1.1	1.3	0.39	0.92	1.2	1.1	1	1.1
STAT3 act	100	95	/	113	105	94	99	92
Hsp70 act	-0.2	-0.4	-0.1	-0.2	-0.3	0.8	0.1	-0.5
STAT1 activator	102	93	92	103	104	107	102	95
STAT3 blocker	-5	11	/	-1	-1	12	9	14

Compound profiles (already shown). Order of screens: Redox H2O2 prof	TLR4 MyD88 comp	STAT1 blocker	HMGR II inh	APP 5'UTR act	NF-kB neuron act	STAT3 act	Hsp70 act	STAT1 activator	STAT3 blocker
`O=C1C2C3C=CC(CC3)C2C(=O)N1/N=C/c1ccco1` (configuration not stated) reads 0.1	0	-5	3	0	1.3	98	-0.3	103	5
`CC(C)OCCCNC(=O)CN1C(=O)CC(C)(C)S(=O)(=O)c2ccccc21` reads -2.8	-7	-3	-5	-17	0.98	99	-0.2	103	9
`CCOC(=O)C1CCN(C(=O)COc2ccc(Cl)cc2)CC1` reads 2.8	6	-3	2	10	1.1	101	-0.3	103	2
`CN(CCc1ccccn1)C(=O)CCC1CCCN(C(=O)CCOc2ccccc2)C1` (configuration not stated) reads 0.6	8	3	-7	-8	0.86	112	0.1	96	-8
`O=C(Nc1ccc(N2CCOCC2)cc1)c1cccc(S(=O)(=O)N2CCCCC2)c1` reads -0.5	-13	12	-6	-2	1.2	77	-0.3	89	28

Later entries:
[41] COC(=O)c1cc(COc2ccc3ccc(=O)oc3c2)c(C)o1
[42] Nc1nc(NC(=O)/C=C/c2ccccc2)nn1-c1ccccc1
[43] Cc1ccc(C2C(C#N)=C(N)Oc3c2sc2ccccc32)o1 (configuration not stated)
[44] Cc1ccc(NC(=O)CSc2nc(N)c3c4c(sc3n2)CSC(C)(C)C4)cc1
[45] CC(C)N(CCO)C(=O)CCc1nnc(Cc2cccc(C(F)(F)F)c2)o1
[46] CC1(C)Cc2ccccc2C(=O)N1
[47] Cc1ccc(NCc2nnc(SCC(=O)O)n2-c2ccc(C)cc2)cc1
[48] O=C(Oc1ccc(Br)cc1)C1CC(=O)N(c2ccc(F)cc2)C1 (configuration not stated)

assay / compound	41	42	43	44	45	46	47	48
Redox H2O2 prof	-0.2	0.2	1.7	1.3	-1.3	-3.0	-0.2	1.6
TLR4 MyD88 comp	19	-1	20	6	1	9	-4	0
STAT1 blocker	2	-4	-3	-1	-1	0	-6	4
HMGR II inh	-4	-5	4	6	-5	0	-4	0
APP 5'UTR act	13	6	10	-13	6	7	-1	-6
NF-kB neuron act	1.1	1	0.97	0.78	1.9	1	1.2	1
STAT3 act	101	95	122	96	99	95	100	102
Hsp70 act	-0.4	-0.3	0.1	-0.4	-0.1	0.4	-0.2	1.1
STAT1 activator	99	104	103	100	99	100	105	96
STAT3 blocker	2	8	-19	2	4	16	6	2

[49] CCN1CCN(C(=O)CN(c2ccccc2C)S(C)(=O)=O)CC1
[50] FC(F)(F)c1nc2ccccc2c2nc3ccccc3n12
[51] Cc1ccc(NC(=O)C(=O)NCc2ccc(/C=N/NC(=O)c3c(C)nc4ccccn34)o2)cc1
[52] O=C(N/C(=C\c1ccc(Br)cc1)C(=O)N1CCCC1)c1ccccc1F
[53] Cn1nc(-c2ccc(N3CCOCC3)c(NC(=O)c3ccccc3)c2)c2ccccc2c1=O
[54] CCCCCCC(=O)N/N=C/Cc1ccccc1
[55] CN(C)c1nc(N)nc(N(c2ccccc2)c2ccccc2)n1
[56] CCOC(=O)NC1(Nc2cccc(Cl)c2)Oc2ccccc2O1

assay / compound	49	50	51	52	53	54	55	56
Redox H2O2 prof	-0.4	0.3	0.5	0.1	2.4	-3.3	-2.4	0.3
TLR4 MyD88 comp	5	5	9	6	-7	-2	-5	-5
STAT1 blocker	8	-12	-9	-4	-1	-7	-8	11
HMGR II inh	-3	-3	-7	-1	/	2	1	-8
APP 5'UTR act	23	18	6	4	-1	5	-1	-4
NF-kB neuron act	1	0.91	1.2	0.93	/	1.4	1.4	1.1
STAT3 act	93	102	101	97	99	105	102	88
Hsp70 act	-0.2	-0.5	-0.2	-0.3	-0.2	0.0	0.1	-0.4
STAT1 activator	93	111	108	102	101	106	108	90
STAT3 blocker	11	1	-2	6	5	-1	-2	18

High-throughput results: PubChem BioAssay, several laboratories
